GLD-1 RNA inh – GLD-1-TGE RNA interaction inhibition (C. elegans); inhibition, % at 5.96 µM; purified GLD-1 + fluorescein TGE RNA, fluorescence polarization; 320,000 compounds, 0.44% hits; Q17339; AID 2280;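 active = percent inhibition above a per-plate cutoff, the plate mean of test compounds plus 3 SD, cut at about 30% in these data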;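 note: 0% = DMSO wells with GLD-1 and probe and 100% = wells lacking GLD-1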
Fam108B counter – counter-screen for RBBP9 inhibitors: inhibitors of mouse Fam108B. 300,000 compounds, 0.33% hits. recombinant Fam108B, FP-Rh probe fluorescence polarization. AID 1947. inhibition, % at 9.51 µM;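 active = inhibition above the screen mean inhibition plus 3 SD, computed separately per campaign, cut at about 18% in these data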;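 note: inhibitors lower polarization as less probe binds the enzyme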
GRK2 aptamer HTS – inhibitors of human GRK2 displacing RNA aptamer. P25098. 330,000 compounds, 0.59% hits. inhibition of aptamer binding, % at 10 µM. bead flow cytometry, FAM-aptamer displacement from GRK2. AID 488847;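 active = inhibition of aptamer binding above 40%, roughly 3 SD of noise, on plates passing a quality check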;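 note: median bead fluorescence of bound FAM aptamer so fluorescent compounds give negative values; no value below 0 was filed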
VLA-4 inh – inhibition in a human VLA-4 binding assay | inhibition, % (about 7 µM as worked out from the volumes in the protocol) | 330,000 compounds, 0.2% hits | VLA-4 expressing cells, ligand binding flow cytometry | P13612 | AID 2557; in the data active = inhibition above about 50%
MEX-5 binding – C. elegans MEX-5 TCR-2 RNA binding activity. activity score (negative = inhibition of binding), % at 10 µM. MEX-5/FITC-TCR2 RNA binding, fluorescence polarization; hits give low values. Q9XUB2. 300,000 compounds, 0.38% hits;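 active = inhibition past about -25% in most replicates, and total fluorescence under double the plate's negative control median, limit read from the data; inconclusive = replicates evenly split on the limit, or fluorescence at least double controls; inactive = too little inhibition in most replicates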;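 note: 0% = DMSO and -100% = 5 µM competing unlabeled TCR2 RNA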
Target sequence (Q9XUB2 whole entry, looked up): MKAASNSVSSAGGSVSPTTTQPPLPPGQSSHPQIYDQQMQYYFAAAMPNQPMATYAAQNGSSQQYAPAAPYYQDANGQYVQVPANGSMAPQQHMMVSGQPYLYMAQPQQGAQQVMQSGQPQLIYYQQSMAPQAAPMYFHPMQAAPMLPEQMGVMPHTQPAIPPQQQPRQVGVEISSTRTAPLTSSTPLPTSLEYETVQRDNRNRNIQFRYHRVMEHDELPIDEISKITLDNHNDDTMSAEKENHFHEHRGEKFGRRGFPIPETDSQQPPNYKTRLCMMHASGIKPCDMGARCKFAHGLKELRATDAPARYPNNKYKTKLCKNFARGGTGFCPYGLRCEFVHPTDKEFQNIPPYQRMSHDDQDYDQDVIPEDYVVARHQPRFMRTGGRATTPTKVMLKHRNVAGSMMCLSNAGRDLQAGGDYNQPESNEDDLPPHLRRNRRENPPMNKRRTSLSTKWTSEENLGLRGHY
CIT2 TOR yeast – yeast TOR pathway CIT2-GFP modulation; 320,000 compounds, 0.065% hits; S. cerevisiae CIT2-GFP strain, flow cytometry, 3 h; 100 means same as DMSO wells; GFP response vs DMSO, % at 10 µM; AID 2029;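 active = GFP response relative to DMSO above a set limit, near the screen mean plus 3 SD, cut at about 150% in these data; inconclusive = Fewer than 70 cells measured for a yeast strain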;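 note: ratio of well median GFP fluorescence to mean of DMSO wells on the plate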
AGP1-GFP MLPCN – yeast TOR pathway AGP1-GFP modulation; GFP response vs DMSO, % at 10 µM; 320,000 compounds, 0.02% hits; S. cerevisiae AGP1-GFP multiplex flow cytometry, 3 h; GFP as percent of DMSO wells; AID 2066;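 active = GFP response relative to DMSO above a set limit, near screen average plus 3 SD, cut at about 150% in these data; inconclusive = fewer than 70 cells counted for the yeast strain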;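 note: median GFP channel fluorescence of the gated AGP1 strain per well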
MCL1 BIM primary – inhibitors of human MCL1 binding to BIM-BH3 peptide. Q07820. GST-MCL1 / FITC-Bim-BH3 fluorescence polarization. inhibition, % at 10.9 µM. 320,000 compounds, 0.68% hits. AID 2057;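 active = inhibition above the mean inhibition of all tested compounds plus 3 SD, set per campaign, cut at about 40% in these data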;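 note: 0% = DMSO wells and 100% = unlabeled Bim-BH3 peptide control; higher means more loss of mP so more displacement of Bim peptide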
Target sequence (Q07820 whole entry, looked up): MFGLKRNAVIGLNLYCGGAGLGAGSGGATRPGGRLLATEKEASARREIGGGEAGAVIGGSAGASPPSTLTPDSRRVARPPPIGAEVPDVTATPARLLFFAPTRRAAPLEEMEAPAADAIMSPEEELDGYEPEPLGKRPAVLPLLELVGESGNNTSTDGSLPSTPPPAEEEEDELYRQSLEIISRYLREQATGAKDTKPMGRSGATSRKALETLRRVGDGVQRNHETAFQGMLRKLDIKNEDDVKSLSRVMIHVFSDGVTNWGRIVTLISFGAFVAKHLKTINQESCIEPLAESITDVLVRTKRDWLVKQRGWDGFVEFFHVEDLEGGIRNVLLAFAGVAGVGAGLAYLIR
BCLXL inh – blocks human Bcl-xL binding to Bim BH3 peptide. Q07817. 320,000 compounds, 0.7% hits. GST-Bcl-xL / FITC-Bim BH3 peptide fluorescence polarization. inhibition, % at 10.9 µM;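 active = inhibition above the mean of all tested compounds plus 3 SD, cutoff set per campaign, cut at about 30% in these data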;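 note: 0% = DMSO wells and 100% = unlabeled Bim-BH3 peptide competitor; inhibitors lower millipolarization by displacing the labeled peptide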
Target sequence (Q07817 whole entry, looked up): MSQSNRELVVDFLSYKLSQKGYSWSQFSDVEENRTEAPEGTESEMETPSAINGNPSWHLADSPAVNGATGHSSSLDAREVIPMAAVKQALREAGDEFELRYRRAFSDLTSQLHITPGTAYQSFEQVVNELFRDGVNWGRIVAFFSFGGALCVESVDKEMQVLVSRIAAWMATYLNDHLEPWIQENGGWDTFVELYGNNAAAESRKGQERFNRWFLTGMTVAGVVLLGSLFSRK
Active calls of the source: *; ? = inconclusive; · = no result given.

SMILES	GLD-1 RNA inh	Fam108B counter	GRK2 aptamer HTS	VLA-4 inh	MEX-5 binding	CIT2 TOR yeast	AGP1-GFP MLPCN	MCL1 BIM primary	BCLXL inh
COc1cc(C)ccc1OCCOCCOc1c(C)cc(C)cc1Br	4	-1	0	-6	-1.0	99	104	-1	0
CN(C)Cc1cnc2ccc(Cl)cn12	3	2	6	10	0.3	116	110	0	4
COc1ccc(C2=NS(=O)(=O)N(C)C(C(=O)NCc3ccc(F)cc3)=C2)cc1OC	7	0	3	-17	-0.5	102	107	-5	2
CCCCOC(=O)c1ccc(N/C(=N\S(=O)(=O)c2ccccc2)c2ccccc2)cc1	3	-16	1	16	3.3	96	104	-3	-1
COc1ccc(-c2nc(CN3CCN(Cc4cccc(F)c4)CC3)c(C)o2)cc1	3	2	0	-3	2.4	112	95	12	5
CCc1cc2c(=O)c(-c3nc4ccccc4n3C)c(COCC(=O)O)oc2cc1O	2	-2	0	-16	-2.1	98	104	3	2
Cc1cc(C)c(S(=O)(=O)NC2CC(C)(C)NC(C)(C)C2)cc1C	-4	-1	0	19	1.4	96	98	2	3
Cc1[nH]nc(-c2ccc(O)cc2O)c1-c1ccc(Cl)cc1	3	2	0	11	0.2	100	108	5	5
Cc1ccc(-c2noc(CN(C)C(=O)c3ccc(Br)o3)n2)cc1	11	1	0	-5	-1.3	93	96	-4	-2
CSc1nnc2c3ccccc3n(Cc3ccccc3)c2n1	3	-4	0	49	1.9	103	·	11	9
Cc1ccccc1OCCCN1CCOCC1	·	·	0	-2	-1.9	109	104	·	·
O=C(CCN1C(=O)/C(=C\c2cccc(Br)c2)SC1=S)N1CCOCC1	-3	6	0	16	1.5	102	106	4	-1
CCOC(=O)c1cnc(SCC(=O)OCC(=O)NC2CCS(=O)(=O)C2)nc1N (centres undefined)	3	-3	4	13	-4.4	105	104	-15	-4
Cc1cc2ccc(C)c(C)c2nc1SCC(=O)c1cccs1	-88	-2	11	-4	3.9	98	100	-19	-15
CCCC(=O)Nc1ccc(Cl)c(NC(=O)c2cccnc2)c1	-4	4	0	31	-0.4	93	95	1	1
Cc1ccc(C)n1CCN1CCN(CC(=O)Nc2ccc(S(N)(=O)=O)cc2)CC1	5	0	0	3	-1.1	98	103	-1	7
CCCC(=O)Nc1ccc(Cl)c(NC(=O)c2ccc([N+](=O)[O-])cc2Cl)c1	2	3	0	13	-0.3	102	99	8	5
Cc1noc(C(=O)Nc2ccccc2C(F)(F)F)c1Cl	-2	0	0	4	3.0	?	?	-12	-4
O=C(NCc1cccs1)c1nc(-c2cccs2)no1	8	2	2	-30	2.2	126	83	4	5
CO/N=C/C(=N\Nc1ccc(OC)cc1)C(=O)c1ccc(OC)cc1	0	2	0	91*	-1.4	100	106	5	-2
CC(=O)N1CCN(CC(O)COc2ccc(Br)cc2)CC1 (centres undefined)	5	-3	0	16	-3.7	99	92	-2	0
CCCc1cc(=O)oc2cc(OCC(=O)NC3CCN(Cc4ccccc4)CC3)ccc12	-4	1	0	5	-2.1	102	105	4	0
O=c1c(C(c2ccc(F)cc2)c2c(O)nc3n(c2=O)CCCS3)c(O)nc2n1CCCS2	-3	0	1	16	0.1	80	91	2	8
COCCNC(=O)c1sc2ncn(CC(=O)N3CCCCC3)c(=O)c2c1C	-5	4	0	-2	1.2	98	103	-1	-1
CC1(C)CC(=O)C2=C(C1)C(c1cn(-c3ccccc3)nc1-c1ccccc1)C(C#N)=C(N)O2 (centres undefined)	4	-6	0	15	-0.4	·	·	-6	-2

2 entries picked at random from the list so far:
SMILES	GLD-1 RNA inh	Fam108B counter	GRK2 aptamer HTS	VLA-4 inh	MEX-5 binding	CIT2 TOR yeast	AGP1-GFP MLPCN	MCL1 BIM primary	BCLXL inh
CCCCOC(=O)c1ccc(N/C(=N\S(=O)(=O)c2ccccc2)c2ccccc2)cc1	3	-16	1	16	3.3	96	104	-3	-1
COc1ccc(-c2nc(CN3CCN(Cc4cccc(F)c4)CC3)c(C)o2)cc1	3	2	0	-3	2.4	112	95	12	5

Other records follow:
SMILES	GLD-1 RNA inh	Fam108B counter	GRK2 aptamer HTS	VLA-4 inh	MEX-5 binding	CIT2 TOR yeast	AGP1-GFP MLPCN	MCL1 BIM primary	BCLXL inh
O=S(=O)(c1ccc(F)cc1)n1ccc(-c2cnc(-c3ccccc3)s2)n1	2	-12	0	12	-1.3	93	102	6	7
O=C(Cc1ccc(Cl)cc1)Nc1nc2ccccc2[nH]1	1	2	2	4	0.9	105	109	1	3
CCC1CCCCN1CCCNC(=O)c1cc2c(=O)oc3ccc(C)cc3c2s1 (centres undefined)	-13	0	2	14	-5.5	97	100	4	4
COc1cc(/C=C/C(=O)c2ccc3c(c2)OCCO3)cc(OC)c1OC	-9	-4	3	11	-0.1	95	97	-2	3
CN(C(=O)c1ccc2c(c1)S(=O)(=O)N=C1CCCCCN12)c1ccccc1	2	3	4	-1	-1.3	94	101	-8	-7
CN(C)S(=O)(=O)c1ccc(C(=O)Nc2ccnn2C2CCCCC2)cc1	-3	5	2	42	-0.4	102	110	10	12
Cc1cc(C)n(C2CCCCC2OC(=O)CCc2ccccc2)n1 (centres undefined)	-3	-1	1	3	-2.0	90	100	4	-3
CCOC(=O)C1CCCN(C(=O)COC(=O)C2=COCCO2)C1 (centres undefined)	-1	2	3	-5	-1.6	88	88	-4	-4
CC(NC(=O)OC1CCCCC1)N1C(=O)C2C3C=CC(C3)C2C1=O (centres undefined)	5	-2	0	-3	1.6	94	103	4	4
COc1ccc(S(=O)(=O)N2CCCN(Cc3cccc(F)c3)CC2)cc1	-5	3	5	11	1.0	96	94	-1	6
O=C1CCCC(O)=C1N=Nc1ccc2ncsc2c1	7	3	0	24	-1.4	100	93	15	7
CCOc1cc(CN2CCCCCC2)ccc1OC	-4	4	0	5	-3.1	107	106	7	0
O=C(O)Cc1ccc(O)cc1	5	0	0	-5	-0.8	104	105	2	1
c1cnc(N2CCN(Cc3ccc4c(c3)OCO4)CC2)cn1	-7	4	0	15	0.2	103	103	2	1
C[C@H](CO)N1C[C@H](C)[C@@H](CN(C)C(=O)Nc2ccccc2)Oc2ccc(NC(=O)Cn3cnnn3)cc2C1=O	4	·	0	30	·	93	88	·	·
COc1ccc(CCNC(=O)CCCOc2ccc(C)cc2)cc1OC	11	-2	0	2	·	97	97	1	5
CCN(CC(=O)Nc1ccccc1OC)C(=O)c1ccc(NC(=O)c2cccs2)cc1	6	·	0	4	·	105	99	-18	-17
CCCC(=O)NC(c1ccco1)c1cc([N+](=O)[O-])c2cccnc2c1O (centres undefined)	-2	2	3	1	0.4	96	99	7	5
Cc1ccccc1NC(=S)NCCc1c[nH]c2ccccc12	3	-2	2	12	-2.2	103	100	4	5
CCNC(=S)N1CCC(NC(=O)C2CCCCC2)CC1	1	4	2	-6	-0.5	110	105	7	2
O=C(Oc1ccc(Br)cc1C(=S)N1CCCCC1)c1cc([N+](=O)[O-])cc([N+](=O)[O-])c1	-5	2	2	1	-0.4	104	97	12	7
O=C(Nc1ccc(F)c(F)c1)c1ccccc1-c1ccccc1	-1	0	3	13	·	103	99	7	1
CC/C(O)=C1\C(=O)CCCC1=NCc1nc2ccccc2[nH]1	-4	4	0	8	-1.6	91	94	-2	4
N/C(=N\OC(=O)c1cc(Cl)ccc1Cl)c1ccccn1	-6	-1	100*	3	0.6	112	80	-11	0
O=C(O)CSc1nnnn1-c1ccccc1	3	2	0	4	-0.5	108	100	-1	3
SMILES	GLD-1 RNA inh	Fam108B counter	GRK2 aptamer HTS	VLA-4 inh	MEX-5 binding	CIT2 TOR yeast	AGP1-GFP MLPCN	MCL1 BIM primary	BCLXL inh
CC(C)(C)OC(=O)N1CCN(c2ccc([N+](=O)[O-])cc2)CC1	5	2	1	-6	2.3	87	94	7	-3
CC(C)C(=O)N1CCN(c2ccc(NC(=S)NC(=O)c3cc4ccccc4o3)cc2)CC1	5	4	11	25	-1.0	101	92	3	0
COc1ccc(C(=O)C[n+]2cn(C(F)F)c3ccccc32)c(F)c1	1	2	0	11	1.7	105	106	1	1
Cc1ccccc1CC(=O)NC1CCCc2ccccc21 (centres undefined)	4	4	0	15	2.4	99	88	-3	-1
COc1cccc(C(=O)Nc2sc3c(c2C#N)CCN(C(C)=O)C3)c1	-7	-2	0	-4	-2.6	109	102	5	10
CC(=O)c1ccc(N2CCC(c3cc(-c4ccc(Cl)cc4)n[nH]3)CC2)c([N+](=O)[O-])c1	6	-11	0	5	-1.0	98	100	0	0
CCOC(=O)c1ccc(S(=O)(=O)N2CCN(C(=O)c3cc(=O)c4ccccc4o3)CC2)cc1	1	-2	0	-5	0.9	92	94	-11	-6
CC(NC(=O)C(NC(=O)C1CCCN1C(=O)OC(C)(C)C)C(C)C)C(N)=O (centres undefined)	8	1	0	11	-1.1	107	100	-2	-2
COC(=O)c1sccc1NC(=O)c1cc(OC)c(OC)c(OC)c1	2	-1	0	-27	2.0	101	99	10	-1
COC(=O)c1ccccc1SC(CC(=O)c1ccccc1)c1ccc(F)cc1 (centres undefined)	0	-4	0	18	1.1	102	113	4	2
O=C(NCc1ccco1)/C(=C\c1cccs1)NC(=O)c1cccs1	-1	3	0	4	-0.4	94	116	-1	2
C#CCOc1nc(Nc2cccc([N+](=O)[O-])c2)nc(OCC#C)n1	7	-2	2	0	0.7	84	98	6	8
C=CCn1c(COc2cccc3ccc(C)nc23)nnc1SCC(=O)OC	3	3	1	-1	0.8	107	105	2	-4
Cc1ccc(CNc2ccc(N3CCOCC3)cc2)cc1	-2	2	1	-4	-3.6	101	102	10	10
Cc1ccc(O)c(C2=NCCNC(C(F)(F)F)=C2)c1	0	-2	0	8	2.0	·	91	-6	-5
COc1ccc(OCCN2C(=O)NC(C)(c3ccc(C)cc3)C2=O)cc1 (centres undefined)	4	8	1	10	0.2	101	107	5	6
COc1ccccc1NS(=O)(=O)c1ccc(S(=O)(=O)N2CCOCC2)cc1	5	0	1	9	0.5	120	112	1	-5
O=C(O)c1ccc(Cn2c(SCc3cc(=O)n4cc(Br)ccc4n3)nc3ccsc3c2=O)cc1	-7	-4	30	-6	0.6	99	?	-5	-1
CC(=O)NS(=O)(=O)c1ccc2c(c1)Cc1cc(S(=O)(=O)NC(C)=O)ccc1-2	6	-1	3	1	0.5	100	101	4	1
Nc1ccccc1SCC(=O)Nc1nccs1	3	-2	0	-1	2.2	98	119	-16	-4
Clc1nc2ccccc2nc1-c1ccccc1	-1	-6	4	-3	1.4	93	93	-4	2
Cc1cccc(/C(N)=N/OC(=O)CCC2CCCCC2)c1	-2	3	3	-27	-1.0	108	95	6	6
Cc1ccc(NNC(=O)c2c(F)cccc2Cl)cc1C	5	2	3	7	0.3	·	·	2	1
C[C@@H]1O[C@@H](O[C@H]2[C@H](Oc3cc(O)c4c(c3)OC(c3ccc(O)cc3)CC4=O)O[C@H](CO)[C@@H](O)[C@@H]2O)[C@H](O)[C@H](O)[C@H]1O (some centres undefined)	2	4	0	5	-0.5	86	86	-3	4
Cc1ccc(NC(=O)C(C)OC(=O)c2ccc(Cl)nc2)cc1S(=O)(=O)N1CCOCC1 (centres undefined)	2	1	18	-1	0.5	104	106	-10	-11
Cc1onc(-c2ccccc2)c1C(=O)OCC(=O)Nc1cccc(Cl)c1	5	·	1	14	·	81	92	-5	1
CC1SC(C)C(=O)N(CC(=O)Nc2ccc([N+](=O)[O-])cc2)C1=O (centres undefined)	7	5	0	12	0.6	101	95	1	3
Brc1c(CSc2nnc(-c3ccco3)o2)nc2ccccn12	7	0	1	13	3.1	98	99	6	5

No enrichment for hits; overall some 2.2% were active at least once.
